PTK2B oligo ant – Pyk2 (human) oligomerization antagonism; Q293 cells, Pyk2 FERM NanoBiT luminescence; hits give low values; AID 1347419; 99,000 compounds, 0.83% hits; z-score (the deposit names both 25 µM and 10 µM);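 active = Z-score of -3 or lower, scaled per plate to the spread of control and sample wells; inactive = z-score above -3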;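 also: negative z-score means lost luminescence so less FERM oligomerization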
TNFa cytotox – HUVEC cytotoxicity counter-screen, TNF alpha stimulated; HUVEC TNFalpha-stimulated, Hoechst cell count, imaging; cell count reduction, % at 2 µM; 93,000 compounds, 0.17% hits; AID 848;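 active = cell count reduction exceeding the screen mean by over 5 SD, scaled to untreated wells per plate, cut at about 78% in these data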;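 also: cells counted after 24 h of TNF alpha exposure following the 1 h pretreatment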
LYP inh 2 – inhibitors of human LYP (PTPN22) phosphatase; Q9Y2R2; recombinant LYP catalytic domain, DiFMUP fluorescence; inhibition, % at 2 µM; 96,000 compounds, 0.21% hits; AID 640;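 active = inhibition at 2 µM at or above a set limit, the screen mean plus 3 SD, cut at about 24% in these data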;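 also: 0% = DMSO with enzyme and 100% = enzyme fully blocked by orthovanadate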
Target sequence (Q9Y2R2 whole entry, looked up, the tested form may be a part): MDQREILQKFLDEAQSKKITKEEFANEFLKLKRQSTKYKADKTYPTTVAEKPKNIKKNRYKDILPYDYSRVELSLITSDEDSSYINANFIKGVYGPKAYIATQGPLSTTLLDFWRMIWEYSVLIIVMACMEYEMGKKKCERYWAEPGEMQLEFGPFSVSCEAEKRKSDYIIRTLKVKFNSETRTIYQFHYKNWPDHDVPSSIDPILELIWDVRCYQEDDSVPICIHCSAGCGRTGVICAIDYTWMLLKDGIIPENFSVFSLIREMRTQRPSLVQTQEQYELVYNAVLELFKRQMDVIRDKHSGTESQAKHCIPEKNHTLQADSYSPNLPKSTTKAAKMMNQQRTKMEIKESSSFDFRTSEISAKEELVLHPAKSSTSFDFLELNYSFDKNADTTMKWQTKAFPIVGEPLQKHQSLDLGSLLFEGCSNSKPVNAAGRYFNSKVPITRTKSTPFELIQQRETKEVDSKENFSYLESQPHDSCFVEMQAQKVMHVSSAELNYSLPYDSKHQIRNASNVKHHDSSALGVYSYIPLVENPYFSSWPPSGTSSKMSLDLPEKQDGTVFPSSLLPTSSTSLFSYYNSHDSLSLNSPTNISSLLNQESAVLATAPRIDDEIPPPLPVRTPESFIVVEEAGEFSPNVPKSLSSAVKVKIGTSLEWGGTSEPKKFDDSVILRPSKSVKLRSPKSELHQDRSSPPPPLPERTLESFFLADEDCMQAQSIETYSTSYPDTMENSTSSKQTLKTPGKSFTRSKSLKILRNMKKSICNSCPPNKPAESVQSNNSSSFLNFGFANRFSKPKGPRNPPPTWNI
IL1B cytotox – toxic to HUVEC cells under IL-1B stimulation; cell count reduction, % at 2 µM; HUVEC cell count loss, Hoechst imaging, IL-1B stimulated; 94,000 compounds, 0.41% hits;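 active = cell count reduction more than 3 SD above the screen-wide mean, cut at about 70% in these data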;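 also: normalized per plate to untreated control cells as the no-loss baseline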
LYP act – LYP (human) phosphatase activation | recombinant LYP, DiFMUP fluorescence; 0 = plate median, 100 = signal doubled | activation, % at 2 µM | AID 697 | 96,000 compounds, 0.11% hits | Q9Y2R2;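 active = activation at 2 µM above a set limit, the mean plus 5 SD, cut at about 37% in these data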
FAK inh – inhibitors of human focal adhesion kinase. Q05397. biochemical FAK kinase activity assay. inhibition, %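 (tested at 7 µM)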. 97,000 compounds, 0.84% hits. AID 727; in the data active = inhibition above about 19%;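 also: 0% = DMSO and 100% = reference compound high control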
F-actin modifier – alters cytoskeleton assembly in HUVEC cells; inhibition, % at 2 µM; HUVEC TNFa F-actin phalloidin imaging, high content; 91,000 compounds, 0.18% hits;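 active = inhibition above the batch mean plus 3 SD and confirmed as a hit by visual image inspection, cut at about 30% in these data, passing the limit was not always enough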; also: strong numbers were not always called active
VCAM1 TNFa inh – reduces TNF alpha induced VCAM1 expression in HUVEC. 95,000 compounds, 0.48% hits. AID 802. HUVEC TNFa-induced VCAM-1 immunofluorescence, high-content imaging. inhibition, % at 2 µM;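 active = inhibition above the batch mean plus 3 SD, with images confirmed as a hit by eye, cut at about 37% in these data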;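 also: 0% = TNF-stimulated DMSO wells and 100% = unstimulated control wells; not every result past the cut was called active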
ERa SRC1 inh – ER-alpha (human) coactivator binding inhibition. P03372. TR-FRET ER-alpha LBD / SRC-1 peptide, estradiol-bound. inhibition, % at 25.6 µM. 86,000 compounds, 1.7% hits. AID 629; in the data active = inhibition above about 50%;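 also: 0% = receptor plus peptide control and 100% = peptide only without receptor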
Numbers without * were called inactive; nt = not tested or not shown; [ ] = dose if it differs, or a comment.

Keys – A = PTK2B oligo ant; B = TNFa cytotox; C = LYP inh 2; D = IL1B cytotox; E = LYP act; F = FAK inh; G = F-actin modifier; H = VCAM1 TNFa inh; I = ERa SRC1 inh
CCOc1ccccc1/C=c1\sc2nc(-c3ccco3)nn2c1=O
  A: 0.77; B: -16; C: 8; D: -34; E: -9; F: -2; G: nt; H: 0; I: 57*

CSc1nc(SCC(=O)NC(c2ccccc2)c2ccccc2)c2c3c(sc2n1)CN(C)CC3
  A: 0.18; B: -15; C: 12; D: nt; E: -14; F: 24*; G: -1; H: 4; I: 44[fluorescence artefact?]

O=C(NC12CC3CC(CC(C3)C1)C2)c1cccnc1
  A: -0.41; B: 3; C: -3; D: -8; E: 2; F: 0; G: 7; H: -13; I: -1

CCCCn1c(CN2CCN(c3ccc(F)cc3)CC2)nc2c1c(=O)n(C)c(=O)n2C
  A: nt; B: 26; C: 0; D: 1; E: -1; F: 5; G: -6; H: 14; I: -6

CCCc1nc(SCC(=O)Nc2nc3c(s2)CCCC3)c2ccccc2n1
  A: 0.49; B: -3; C: 2; D: -14; E: 1; F: 1; G: -27; H: 8; I: nt

CCOC(=O)c1ccc2c(c1)nc(SCC(=O)c1cc3ccccc3o1)n2CC
  A: 0.15; B: -18; C: 12; D: 4; E: -12; F: 0; G: 0; H: 3; I: 1

COCCn1nnnc1CN(CCc1ccccc1)Cc1cc2cc(OC)ccc2[nH]c1=O
  A: 0.06; B: -15; C: -12; D: -43; E: 12; F: 2; G: -1; H: -7; I: 16

COc1cc2[nH]c3c(=O)n(CCN(C(C)C)C(C)C)cnc3c2cc1OC
  A: 2.4; B: -6; C: 2; D: 1; E: -1; F: -2; G: -14; H: -11; I: 0

N=C1C(c2nc3ccccc3c(=O)[nH]2)=C(O)CN1CCO
  A: -0.49; B: -14; C: -3; D: -21; E: 5; F: -3; G: -6; H: -15; I: 1

Cc1cn(COC/C=C/c2ccccc2)c(=O)[nH]c1=O
  A: -0.31; B: 15; C: -7; D: -17; E: 4; F: -9; G: -22; H: 8; I: 4[fluorescence artefact?]

Structural class, those above containing a furan ring, fused or not.
Keys – A = PTK2B oligo ant; B = TNFa cytotox; C = LYP inh 2; D = IL1B cytotox; E = LYP act; F = FAK inh; G = F-actin modifier; H = VCAM1 TNFa inh; I = ERa SRC1 inh
CCOc1ccccc1/C=c1\sc2nc(-c3ccco3)nn2c1=O
  A: 0.77; B: -16; C: 8; D: -34; E: -9; F: -2; G: nt; H: 0; I: 57*

CCOC(=O)c1ccc2c(c1)nc(SCC(=O)c1cc3ccccc3o1)n2CC
  A: 0.15; B: -18; C: 12; D: 4; E: -12; F: 0; G: 0; H: 3; I: 1

The list goes on.
Keys – A = PTK2B oligo ant; B = TNFa cytotox; C = LYP inh 2; D = IL1B cytotox; E = LYP act; F = FAK inh; G = F-actin modifier; H = VCAM1 TNFa inh; I = ERa SRC1 inh
Cc1ccc(NC(=O)c2ccc(NCC3CCCO3)c([N+](=O)[O-])c2)cc1Cl (configuration not stated)
  A: 0.15; B: nt; C: 0; D: 12; E: 0; F: 6; G: nt; H: nt; I: nt

Cc1nn(-c2ccc(F)cc2)c(Cl)c1/C=C(\CC(=O)O)c1nc2ccccc2s1
  A: 0.22; B: -3; C: 10; D: 1; E: -7; F: 7; G: 9; H: 4; I: 9

CNS(=O)(=O)c1cccc(C(=O)NCC(c2cccs2)N(C)C)c1 (configuration not stated)
  A: 0.09; B: -34; C: 1; D: -14; E: -3; F: -1; G: -17; H: -37; I: -24

CCOc1ccccc1N1CCN(C(=O)Nc2cccc(Cl)c2)CC1
  A: 0.3; B: -13; C: 2; D: -10; E: 2; F: 6; G: 6; H: 12; I: -5

CC(C)C(NS(=O)(=O)c1cccc2nsnc12)C(=O)N1CCn2c1nc1ccccc12 (configuration not stated)
  A: nt; B: -17; C: -13; D: -4; E: 10; F: -1; G: -5; H: 16; I: 1

COc1cccc(C2=CC(c3ccccc3)n3ncnc3N2)c1 (configuration not stated)
  A: nt; B: -16; C: -21; D: -24; E: 18; F: -1; G: -37; H: 9; I: nt

COc1ccc(C2NC(=O)c3ccccc3N2)cc1OC (configuration not stated)
  A: -0.72; B: 10; C: -8; D: -54; E: 5; F: 2; G: -2; H: -5; I: -1

COc1ccc(Nc2nnc(SCC(=O)Nc3cc(C)on3)s2)cc1
  A: 0.47; B: -8; C: -5; D: -12; E: 7; F: 2; G: -9; H: -4; I: nt

O=C(c1cc(-c2ccco2)on1)N1CCCc2ccccc21
  A: -0.41; B: -15; C: 2; D: -7; E: -5; F: 9; G: -5; H: -17; I: 66*

COc1ccccc1Nc1ncnc2ccc(C)cc12
  A: 1.1; B: -26; C: -1; D: -68; E: 2; F: 4; G: 11; H: 13; I: 3

With a hit mark in ERa SRC1 inh, of those listed so far:
| SMILES | PTK2B oligo ant | LYP inh 2 | LYP act | FAK inh | F-actin modifier | VCAM1 TNFa inh | ERa SRC1 inh |
| --- | --- | --- | --- | --- | --- | --- | --- |
| CCOc1ccccc1/C=c1\sc2nc(-c3ccco3)nn2c1=O | 0.77 | 8 | -9 | -2 | nt | 0 | 57* |
| O=C(c1cc(-c2ccco2)on1)N1CCCc2ccccc21 | -0.41 | 2 | -5 | 9 | -5 | -17 | 66* |

(cont.)
Keys – A = PTK2B oligo ant; B = TNFa cytotox; C = LYP inh 2; D = IL1B cytotox; E = LYP act; F = FAK inh; G = F-actin modifier; H = VCAM1 TNFa inh; I = ERa SRC1 inh
CCOc1ccc(S(=O)(=O)NCC2CCCO2)cc1 (configuration not stated)
  A: 1.2; B: 6; C: 4; D: 9; E: -2; F: -1; G: 10; H: -11; I: 4[fluorescence artefact?]

CSc1nsc(SCC(=O)Nc2ccc(Br)cn2)n1
  A: -1.1; B: 3; C: 6; D: 17; E: -2; F: 7; G: 4; H: 6; I: nt

CNC(=O)c1[nH]cnc1C(=O)Nc1ccc(C)cc1
  A: nt; B: -2; C: 0; D: -8; E: 0; F: 8; G: 14; H: -5; I: -5

CCOC(=O)c1cnc(SCC(=O)Nc2cc(OC)cc(OC)c2)nc1N
  A: 0.98; B: -13; C: -10; D: -22; E: 11; F: -2; G: -12; H: 13; I: -3

c1ccc(SCc2nc(-c3ccccn3)no2)cc1
  A: 0.9; B: -13; C: -10; D: -30; E: 10; F: 4; G: 14; H: 9; I: -12

O=c1[nH]c(CO)nc2c1oc1ccccc12
  A: 0.62; B: 18; C: 6; D: -10; E: -4; F: 1; G: -11; H: 22; I: nt

COc1ccccc1Nc1nc2ccccc2n1C
  A: nt; B: -29; C: -7; D: 6; E: 4; F: 6; G: 9; H: -7; I: -5

Cc1ccc(-n2c(C)cc(/C=C(\C#N)C(=O)NCC3CCCO3)c2C)cc1 (configuration not stated)
  A: -1.4; B: -31; C: 13; D: -16; E: -8; F: -3; G: -20; H: -21; I: nt
